Bioassay records from PubChem BioAssay.
mABHD4 FP: inhibits mouse alpha/beta hydrolase domain 4 | purified mABHD4, FP-Rh probe fluorescence polarization | inhibition, % at 8.92 µM | 370,000 tested, 0.54% active;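 active = inhibition exceeding the mean over every tested compound plus 3 SD, cut at about 30% in these data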;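 note: 0% = plate median of compound wells and 100% = S159A mutant with DMSO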
Target sequence (Q8VD66 whole entry, looked up, the tested form may be a part): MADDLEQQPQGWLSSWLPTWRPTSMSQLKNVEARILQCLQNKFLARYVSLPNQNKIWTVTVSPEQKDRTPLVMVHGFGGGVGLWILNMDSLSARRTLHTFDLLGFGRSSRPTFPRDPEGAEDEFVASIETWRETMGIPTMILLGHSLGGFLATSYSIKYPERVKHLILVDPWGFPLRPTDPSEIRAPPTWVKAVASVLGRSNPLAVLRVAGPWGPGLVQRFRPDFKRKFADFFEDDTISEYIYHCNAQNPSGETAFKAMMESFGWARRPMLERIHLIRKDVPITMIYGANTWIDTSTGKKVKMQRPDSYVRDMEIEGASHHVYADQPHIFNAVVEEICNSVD
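Assay system: mouse ABHD4 enzyme, wild type / Also added: fluorescent activity-based probe FP-Rh / Doses: single nominal dose of 8.92 µM, 0.89% DMSO final / Timing: 45 min compound pre-incubation plus 60 min probe step, 25 °C / Signal: FP readout, ex 525 nm / em 598 nm / Control set: S159A mutant/DMSO as 100%, compound-well median as 0%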
MBD2 DNA inh: MBD2-methylated oligo binding inhibition. Q9UBB5. TR-FRET, MBD2 binding to methylated oligonucleotide. inhibition, % at 4.4 µM. 370,000 tested, 0.31% active; in the data active = inhibition above about 13%
UHRF1 binding: human UHRF1 methylated DNA binding inhibitors; inhibition, % at 4.4 µM; 370,000 tested, 0.75% active; UHRF1 binding to methylated oligo, TR-FRET; Q96T88; in the data active = inhibition above about 21%;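 note: UHRF1 SRA domain binding a hemimethylated CpG hairpin DNA probe; 0% = median of test compound wells and 100% = reference inhibitor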
PG9 Ab binder: small molecules binding HIV-1 gp120 antibody PG9 | TR-FRET gp120-PG9 antibody binding | 360,000 tested, 0.43% active | AID 624416 | inhibition, % at 6.7 µM; in the data active = inhibition above about 8.5%
TCR CD3 inh: inhibitors of human TCR-CD3 interaction; TAMRA-labeled TCR probe fluorescence, biochemical; inhibition, % at 9.4 µM; 360,000 tested, 0.37% active; AID 651800; in the data active = inhibition above about 19%;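 note: recombinant mutant TCR 2C K166C tagged with TAMRA read by polarization; 0% = receptor in buffer alone and 100% = receptor with positive control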
Rev-erbA mod: modulators of human Rev-erb alpha DNA binding; activity, % at 10 µM; 370,000 tested, 0.79% active; P20393; AID 1259318; Rev-erbα–FITC-DNA binding, fluorescence polarization, 90 min;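 active = activity above about 14%, limit read from the data; passing the limit was not always enough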;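 note: 0% = DMSO wells with 35 nM protein and 100% = DMSO wells with 750 nM protein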
HTRA1 inhibitor: inhibitors of human serine peptidase HTRA1. Q92743. recombinant HTRA1, FP-rhodamine activity-based probe, fluorescence polarization. 340,000 tested, 0.5% active. inhibition, % at 5.96 µM. AID 504803; in the data active = inhibition above about 36%;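 note: 0% = enzyme with DMSO and 100% = wells lacking enzyme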
Target sequence (Q92743 whole entry, looked up): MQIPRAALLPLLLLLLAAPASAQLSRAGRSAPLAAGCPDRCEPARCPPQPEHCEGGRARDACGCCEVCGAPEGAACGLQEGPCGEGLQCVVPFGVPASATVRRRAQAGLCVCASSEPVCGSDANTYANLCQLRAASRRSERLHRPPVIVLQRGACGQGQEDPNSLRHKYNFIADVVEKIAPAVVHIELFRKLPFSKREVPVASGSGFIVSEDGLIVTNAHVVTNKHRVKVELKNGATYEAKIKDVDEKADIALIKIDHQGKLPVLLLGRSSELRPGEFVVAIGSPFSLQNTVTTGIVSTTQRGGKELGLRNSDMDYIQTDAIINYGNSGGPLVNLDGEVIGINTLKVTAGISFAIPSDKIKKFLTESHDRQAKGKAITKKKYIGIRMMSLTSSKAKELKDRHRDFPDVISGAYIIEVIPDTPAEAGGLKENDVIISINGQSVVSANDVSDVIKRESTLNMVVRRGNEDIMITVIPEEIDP
PRMT1 FP inh: blocks human protein arginine methyltransferase 1. 370,000 tested, 1.3% active. inhibition, % at 2.79 µM. recombinant PRMT1, activity-based probe fluorescence polarization;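 active = inhibition above about 21% made by adding two undisclosed values, limit read from the data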
LEDGF integ inh: blocks HIV-1 LEDGF/p75-dependent DNA integration; TR-FRET IN-LEDGF/p75 DNA integration, Eu/Cy5; inhibition, % at 3.7 µM; 370,000 tested, 0.64% active;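 active = inhibition above the screen-wide mean plus 3 SD, cut at about 13% in these data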;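 note: signal is the Cy5 over europium emission ratio at 671 and 618 nm; 0% = plate median of compound wells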
rCAG binder: molecules binding r(CAG) RNA repeats; r(CAG) RNA repeat, TO-PRO-1 dye displacement fluorescence; 370,000 tested, 1.3% active; inhibition, % at 3 µM;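 active = inhibition above the plate cutoff, the mean of all test compounds on that plate plus 3 SD, cut at about 35% in these data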;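 note: 0% = DMSO alone and 100% = 100 µM mitoxantrone as full dye displacement; higher means more dye released from RNA so lower well fluorescence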
Numbers without * were called inactive; / = no result given. Not all compounds are listed; count on the stated rates, not on these rows.

SMILES | mABHD4 FP | MBD2 DNA inh | UHRF1 binding | PG9 Ab binder | TCR CD3 inh | Rev-erbA mod | HTRA1 inhibitor | PRMT1 FP inh | LEDGF integ inh | rCAG binder
COc1ccccc1N1CCN(C(=O)c2cccc(N3C(=O)C4C5C=CC(C5)C4C3=O)c2)CC1 (stereo not drawn) | 0.5 | -5.0 | -3.7 | -1.3 | 4.9 | -0.1 | 2.8 | -8.8 | 4.2 | -4.0
CCc1nc2cc(NC(=O)C3(C)CCCN(C(C)C)C3)ccc2o1 (stereo not drawn) | -2.5 | 1.9 | -0.8 | 0.7 | 0.9 | 0.1 | / | 0.1 | 6.5 | 1.3
COc1cc(NC(=O)c2ccc3c(SCC(=O)O)c4c(nc3c2)CCCC4)cc(OC)c1OC | 12.3 | 4.5 | 1.2 | -1.7 | 1.6 | -5.1 | 2.1 | -0.4 | 4.0 | 6.4
Cc1cc2[nH]c(=S)[nH]c2cc1C | 5.5 | -1.1 | 0.5 | -2.2 | -3.3 | -1.4 | -3.4 | 17.2 | -4.2 | -3.5
COc1ccc(NC(=O)N2CCN(C(=O)C3CCCO3)CC2)cc1 (stereo not drawn) | 0.7 | 1.6 | 1.1 | -0.7 | -7.3 | 4.4 | -0.6 | -0.8 | -2.4 | -3.8
CCN(C(=O)CN(C)Cc1cccc(Cl)c1Cl)c1c(N)n(Cc2ccccc2)c(=O)[nH]c1=O | 2.3 | 3.9 | 1.5 | 2.0 | -1.7 | 1.2 | 0.9 | 1.3 | 0.4 | -4.3
Cn1nnnc1SCC(=O)NC1CCCCC1 | -1.5 | -3.2 | -1.0 | 0.3 | 2.5 | -0.8 | -2.1 | -1.9 | -1.4 | 0.2
COCC(=O)N(C)CC1CCCN(CCc2ccccc2OC)C1 (stereo not drawn) | -11.3 | -4.1 | -1.4 | 0.1 | -1.7 | -0.1 | 7.2 | -2.8 | 8.5 | 0.3
COc1ccc(NC(=O)CSCC(=O)Nc2ccc(S(=O)(=O)N3CCCCC3)cc2)cc1 | 0.3 | -6.1 | -2.9 | 0.0 | -0.8 | 3.2 | -6.0 | -4.6 | 5.0 | 3.7
Cc1cc(=O)c2c(C)nn(-c3ccccc3)c2[nH]1 | -5.1 | 6.4 | 4.2 | -1.1 | -3.1 | 1.4 | -1.3 | 5.7 | -8.9 | 4.1
O=C(NCC1(N2CCCCC2)CCCCC1)c1cccc(NS(=O)(=O)c2ccccc2)c1 | 1.2 | -0.7 | -1.6 | -1.9 | -2.3 | -4.5 | 3.9 | -9.4 | 1.9 | -8.0
O=C(Nc1ccc(Cl)cc1Cl)c1ccc(-c2ccccc2)cc1 | 0.7 | 2.4 | 2.7 | 11.4* | 1.3 | 0.8 | -1.8 | 1.9 | -2.5 | -0.4
CC(=O)N1CCOc2ccc(S(=O)(=O)Nc3ncccc3C)cc21 | 4.6 | 2.8 | 1.2 | -0.2 | -5.0 | 2.0 | 3.4 | 1.3 | -6.9 | 0.2
Clc1ccccc1-c1nnn(Cc2ccc(-c3nn[nH]n3)cc2)n1 | -34.6 | 0.9 | 0.6 | 1.4 | 1.4 | -1.7 | -15.8 | 0.5 | -2.0 | 17.9
O=C(Cn1cc([N+](=O)[O-])cn1)N1N=C(C(F)F)CC1(O)C(F)F (stereo not drawn) | 1.6 | -0.9 | 1.8 | -0.4 | -5.8 | 9.7 | -7.2 | 0.3 | 0.3 | 5.3
CCOCCCNCc1ccc(OCC(=O)N2CCOCC2)c(OC)c1 | -0.6 | 0.5 | 3.6 | -3.2 | 5.6 | -1.3 | -2.2 | -0.1 | -0.3 | -3.1
COC1=Nc2ccccc2/C=C\c2ccccc21 | -4.4 | 1.4 | 0.6 | -0.6 | 5.9 | 8.2 | -0.6 | -2.0 | 0.3 | 0.1
O=C1NC[C@H](CC2CCCCC2)N(CC2CCCCC2)C1=O | 7.1 | 0.4 | -1.7 | -1.6 | 2.7 | 2.8 | 7.2 | 3.0 | 2.9 | -6.8
CCOc1ccccc1NC(=O)COC(=O)COc1cccc2c1OC(C)(C)C2 | 2.2 | 1.1 | -0.3 | -0.7 | 10.7 | -0.8 | -0.4 | -0.4 | -2.7 | 0.2
CCCOC1(NC(=O)c2ccccc2)C(C)=CC(=O)C=C1C | -10.8 | -6.5 | -0.1 | 0.3 | 3.5 | 0.9 | 3.5 | 8.6 | -1.4 | 3.4
Cn1ccnc1C(=O)c1cccc(Br)c1 | 2.1 | -3.1 | -2.0 | -1.1 | -2.1 | -2.3 | -2.7 | -1.7 | -0.1 | -1.2
CCN(CC)C(=O)N1CCC(NC(=O)c2ccc(C(C)(C)C)cc2)CC1 | -4.3 | -4.2 | 0.7 | -0.6 | -6.3 | 2.9 | -4.5 | -1.5 | -0.8 | -11.0
O=C(Nc1nc2n(n1)C(c1ccccc1)C=C(c1ccccc1)N2)c1ccco1 (stereo not drawn) | -1.6 | -5.5 | -3.4 | -2.4 | 1.9 | 4.2 | 5.0 | 9.6 | 0.0 | 7.3
COc1cccc(-c2nn(C)c3sc(C(=O)NCc4ccccn4)cc23)c1 | -3.9 | 0.1 | 1.8 | -2.8 | 8.7 | -1.1 | -17.4 | 0.7 | -0.5 | 2.3
COc1cccc(CNC(=O)CCS(=O)(=O)c2ccccc2Cl)c1 | 1.0 | 6.1 | 1.6 | 1.9 | -3.2 | -0.8 | -0.6 | 0.2 | -1.4 | -0.9
O=C(CCl)Nc1cn(-c2ccccc2)nc1-c1ccc(F)cc1 | 1.1 | 1.4 | 1.2 | 1.1 | -5.3 | -5.0 | -15.0 | 5.7 | -6.6 | -2.5
Cc1cccc(NC(=O)COc2ccc3oc4c(c3c2)CCCC4)n1 | -1.8 | 0.8 | 72.7* | 0.2 | -1.2 | -2.9 | -1.2 | 1.1 | 0.6 | -3.8
Cc1cc(S(=O)(=O)Nc2ccc(F)cc2)c(C)s1 | -3.9 | 0.8 | -1.6 | 1.9 | 5.4 | 3.8 | -6.6 | 0.3 | -1.2 | 0.0
Cn1c2ccc(F)cc2c2ncn(Cc3ccccn3)c(=O)c21 | -14.3 | 2.9 | 2.2 | -1.2 | -8.8 | 15.6 | 7.2 | 8.8 | -2.3 | -4.2
CCOC(=O)CN1C(=O)C(=O)N(Cc2c(Cl)cccc2Cl)C1=O | 2.8 | 4.1 | 1.4 | -0.9 | -1.3 | -0.7 | 0.9 | -3.1 | -2.0 | -3.4
O=C(Nc1ccccc1N1CCCC1)c1cccc(S(=O)(=O)N2CCOCC2)c1 | -2.3 | 1.6 | 1.0 | -2.9 | -0.9 | 2.2 | 2.3 | -1.3 | 8.3 | 2.8
COc1cc(OC)cc(-c2csc(N3CCC(C(N)=O)CC3)n2)c1 | 5.2 | -4.7 | -1.0 | / | / | 2.4 | / | -2.7 | -1.1 | /
CCN(CC)S(=O)(=O)c1ccc(OC)c(NC(=O)c2ccc(OC)c([N+](=O)[O-])c2)c1 | -12.0 | -3.1 | 1.7 | -3.0 | 6.3 | 2.1 | -10.3 | -4.1 | -2.2 | 9.6
O=c1[nH]c2ccsc2c(=O)n1-c1ccc(F)c(Cl)c1 | 2.9 | -1.2 | -1.8 | 0.9 | -1.7 | -2.8 | -6.7 | -2.6 | -2.6 | -0.6
O=C(COc1ccccc1F)NCc1nc2ccccc2[nH]1 | 0.9 | 10.7 | 22.5* | 1.3 | -10.2 | -0.7 | 7.4 | 3.3 | 2.0 | -5.8
CCCC/C(O)=C1\C(=O)CC(C)(C)CC1=Nc1ccc(OC)cc1 | 4.0 | -1.1 | 1.1 | -0.5 | 5.6 | 3.0 | -6.1 | 0.0 | 0.0 | -9.1
CCOC(=O)N1CCN(C(=O)c2ccc(Cl)c(S(=O)(=O)N3CCCC3)c2)CC1 | -1.1 | -4.4 | -0.5 | -2.1 | 3.1 | -2.6 | -0.1 | 5.7 | -5.5 | -6.1
COCCn1cc(C(=O)NCCCN2CCC(C)CC2)c2c3ccccc3n(C)c2c1=O | -3.6 | -1.3 | -0.5 | -0.9 | 2.2 | -3.6 | -2.6 | 0.1 | 0.1 | -0.8
Cc1cc(C)c(C2C(C#N)=C(N)Oc3n[nH]c(C)c32)cc1CN1CCCC1 (stereo not drawn) | 7.2 | -9.3 | -8.3 | -0.7 | -2.3 | / | -2.2 | -0.9 | 1.0 | 5.8
CCC(CC)C(=O)NCCc1cc2cc(C)c(C)cc2[nH]c1=O | -2.1 | -2.4 | 0.3 | 0.1 | 4.7 | -2.4 | 6.6 | -4.6 | 0.3 | 1.2

Molecules above that contain a thiophene ring, fused or not:
SMILES | mABHD4 FP | MBD2 DNA inh | UHRF1 binding | PG9 Ab binder | TCR CD3 inh | Rev-erbA mod | HTRA1 inhibitor | PRMT1 FP inh | LEDGF integ inh | rCAG binder
COc1cccc(-c2nn(C)c3sc(C(=O)NCc4ccccn4)cc23)c1 | -3.9 | 0.1 | 1.8 | -2.8 | 8.7 | -1.1 | -17.4 | 0.7 | -0.5 | 2.3
Cc1cc(S(=O)(=O)Nc2ccc(F)cc2)c(C)s1 | -3.9 | 0.8 | -1.6 | 1.9 | 5.4 | 3.8 | -6.6 | 0.3 | -1.2 | 0.0
O=c1[nH]c2ccsc2c(=O)n1-c1ccc(F)c(Cl)c1 | 2.9 | -1.2 | -1.8 | 0.9 | -1.7 | -2.8 | -6.7 | -2.6 | -2.6 | -0.6

The list goes on:
SMILES | mABHD4 FP | MBD2 DNA inh | UHRF1 binding | PG9 Ab binder | TCR CD3 inh | Rev-erbA mod | HTRA1 inhibitor | PRMT1 FP inh | LEDGF integ inh | rCAG binder
CN(C)c1ccc(C(O)Cc2nc3ccccc3n2C)cc1 (stereo not drawn) | 5.0 | -2.8 | -3.4 | -2.8 | 2.5 | -2.7 | 3.8 | -0.7 | -6.6 | -6.8
COc1ccc(/C=N/OCc2nc3c4c(ncn3n2)Oc2ccc3ccccc3c2C4c2ccccc2)cc1 (stereo not drawn) | 8.6 | -0.5 | 0.4 | -0.5 | 6.6 | -4.1 | 4.5 | -0.2 | -3.8 | -1.5
Cc1ccccc1NC(=O)C(=O)NCCc1c[nH]c2ccccc12 | 1.1 | 2.8 | -1.7 | -1.6 | 1.0 | 3.1 | -0.9 | -0.5 | -3.3 | -0.5
CCOC(=O)CC(S(=O)(=O)c1ccccc1)S(=O)(=O)c1ccccc1 | 4.9 | 0.4 | -0.3 | 2.2 | 0.3 | 0.9 | 4.0 | 78.9* | -4.7 | 0.2
CCOc1cc(C(=O)Nc2ncn[nH]2)cc(OCC)c1OCC | -1.5 | 2.3 | 0.1 | 0.9 | -2.2 | 0.3 | 0.3 | 3.6 | -3.5 | -3.8
O=C(CCC(=O)NCc1ccccc1)NCc1ccccc1 | -3.0 | 1.2 | 8.1 | -1.3 | -4.6 | 3.1 | -1.9 | -0.6 | 0.7 | 0.8
O=C(NC(C(=O)NCCN1CCOCC1)C12CC3CC(CC(C3)C1)C2)C1CCCCC1 (stereo not drawn) | 0.8 | 4.0 | -0.6 | 2.4 | 6.7 | -2.7 | -1.1 | -0.1 | -2.5 | -2.5
O=C(CCc1ccccc1-c1ccccc1CCNC(=O)c1cccc(F)c1)NCc1ccccc1 | 0.6 | 5.7 | 1.5 | / | / | 2.8 | / | -1.5 | -3.2 | 8.0
C=CCN1C(=O)[C@H](CC(=O)NCC2CCCCC2)[C@@]2(C(=O)OCC)CCCC=C12 | -6.5 | -5.4 | -1.6 | / | / | 7.5 | / | -2.8 | 7.9 | 0.1
CCc1ccccc1N(C)S(=O)(=O)c1ccc2[nH]cc(C(=O)O)c(=O)c2c1 | -6.5 | 3.9 | -1.2 | 1.6 | 7.3 | -0.5 | -33.6 | -2.2 | -3.5 | 32.7
